Assay outcomes deposited in PubChem by National Center for Advancing Translational Sciences (NCATS).
JMJD2A Tudor inh – inhibitors of human JMJD2A Tudor domain. O75164. 390,000 compounds, 4.4% hits. Potency, µM (series often up to 114 µM), for inactives: at the highest dose activity change, negative = inhibition, most hits filed as inhibitors. AlphaScreen JMJD2A-Tudor / H3K4me3 peptide binding. AID 504339; further: on the % scale 0 is the no-effect control and ±100 the full control effect; nearly all actives have a fitted effect of over 50% in size
Target sequence (O75164 whole entry, looked up, the tested form may be a part): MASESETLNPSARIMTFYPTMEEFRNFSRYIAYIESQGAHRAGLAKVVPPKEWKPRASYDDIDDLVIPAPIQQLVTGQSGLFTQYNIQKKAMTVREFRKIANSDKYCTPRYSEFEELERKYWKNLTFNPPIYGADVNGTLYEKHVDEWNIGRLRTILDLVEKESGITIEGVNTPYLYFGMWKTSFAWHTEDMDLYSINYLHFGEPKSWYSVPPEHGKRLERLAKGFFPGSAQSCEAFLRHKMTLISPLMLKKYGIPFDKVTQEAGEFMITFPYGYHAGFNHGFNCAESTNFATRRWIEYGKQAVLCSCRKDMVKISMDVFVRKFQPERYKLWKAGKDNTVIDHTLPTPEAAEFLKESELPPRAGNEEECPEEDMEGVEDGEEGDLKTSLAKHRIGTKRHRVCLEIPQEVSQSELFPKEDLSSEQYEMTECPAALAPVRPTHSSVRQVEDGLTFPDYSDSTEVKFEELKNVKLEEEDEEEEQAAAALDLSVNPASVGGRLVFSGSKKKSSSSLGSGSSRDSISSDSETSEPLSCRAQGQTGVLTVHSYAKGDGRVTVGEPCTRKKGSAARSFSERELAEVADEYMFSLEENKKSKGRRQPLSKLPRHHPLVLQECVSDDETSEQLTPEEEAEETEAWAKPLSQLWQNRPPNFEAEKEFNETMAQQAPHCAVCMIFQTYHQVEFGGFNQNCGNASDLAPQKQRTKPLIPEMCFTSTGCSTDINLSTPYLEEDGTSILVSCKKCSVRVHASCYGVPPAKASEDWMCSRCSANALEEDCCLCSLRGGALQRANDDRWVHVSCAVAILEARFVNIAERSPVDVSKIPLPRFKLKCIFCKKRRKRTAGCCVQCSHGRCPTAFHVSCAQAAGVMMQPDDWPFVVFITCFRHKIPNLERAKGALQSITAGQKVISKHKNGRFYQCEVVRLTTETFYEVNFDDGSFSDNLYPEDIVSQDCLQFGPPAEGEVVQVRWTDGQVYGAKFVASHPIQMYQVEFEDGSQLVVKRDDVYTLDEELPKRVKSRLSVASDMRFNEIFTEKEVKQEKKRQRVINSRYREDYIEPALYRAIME
BLM helicase inh – blocks DNA unwinding by human BLM helicase; recombinant BLM DNA unwinding, fluorescence dequenching; Potency, µM (series often up to 56.1 µM), without a hit: top-dose activity change, negative = inhibition, actives largely listed as inhibitors; 350,000 compounds, 0.2% hits; AID 2528;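 further: plate controls were vehicle for no effect and no enzyme for full effect; nearly all actives have a fitted effect of over 35% in size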
Tb PGK inh – inhibitors of T. brucei phosphoglycerate kinase; PGK/GAPDH coupled, Kinase-Glo luminescence, 60 min; Potency, µM (highest dose often 57.5 µM), inactives show top-dose activity change, negative = inhibition, usual class: inhibitors; P07378; 380,000 compounds, 0.043% hits; further: on the % scale 0 is the no-effect control and ±100 the full control effect; nearly all actives have a fitted effect of over 60% in size
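Recombinant glycosomal PGK reaction used 1,3-bisphosphoglycerate generated in-well by GAPDH (100nM final) in 100mM TEA pH 7.6, 5mM MgCl2, 0.01% Tween-20. After 60 minutes at room temperature, ATP was read by Kinase-Glo Plus luminescence end-point.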
POLI inh – blocks human DNA polymerase iota activity; Potency, µM (titrated, usually from 115 µM), without a hit: at the highest dose activity, negative = inhibition, actives largely listed as inhibitors; AID 588590; Pol iota fluorescent replication assay, 10 min; 390,000 compounds, 1% hits; Q9UNA4
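Fluorescent replication assay read twice, at 0 min and 10 min after adding 50 nM (final) substrate. Enzyme (10 nM) and compounds were first incubated 15 min at room temperature; enzyme-free buffer wells were negative controls.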
Pin1 inh – inhibitors of human Pin1. Q13526. Potency, µM (highest dose often 115 µM), for inactives: top-dose activity, negative = inhibition, hits mostly inhibitors. AID 504891. 390,000 compounds, 0.009% hits. Pin1 FP peptide displacement, HiFluor488, 10 min; active means well fitted inhibition curve with a large enough effect in the polarisation, with a control signal flat, not every such curve was filed as active; inconclusive means small, poorly fitted or top-dose-only effect, or effect the other way, or a change in a side signal; inactive means no such curve, though single readings can be large or run the other way; the % refers to the polarisation; further: on the % scale 0 is the no-effect control and ±100 the full control effect
HP1b binding inh – HP1-beta chromodomain-methylated histone interaction inhibition; AlphaScreen HP1-beta / biotin-H3K9me3 peptide binding; P83916; Potency, µM (top dose mostly 114 µM), without a hit: at the highest dose activity change, negative = inhibition, actives largely listed as inhibitors; 390,000 compounds, 0.56% hits; further: nearly all actives have a fitted effect of over 70% in size; inactives centre near 23
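HP1-beta protein (50 nM final) preincubated 30 min at room temperature with biotinylated H3(1-18)K9me3 peptide (50 nM) in PBS pH 7.4, 0.01% Tween-20, then compound added for 30 min. AlphaScreen streptavidin donor/nickel chelate acceptor beads (10 ug/mL final), 30 min dark, luminescence read.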
GLS inh – glutaminase GLS (human) inhibition; GLS enzymatic activity, qHTS titration; O94925; Potency, µM (highest dose often 45.5 µM), for inactives: at the top dose activity change, negative = inhibition, hits mostly inhibitors; 410,000 compounds, 0.21% hits; further: on the % scale 0 is the no-effect control and ±100 the full control effect
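Compounds were pin-transferred onto hKGA, after which L-glutamine (1 mM solution) and a detection mix of glutamate oxidase, HRP and Amplex Red were added. Initial and 30 min RT fluorescence reads were collected.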
BAZ2B block – inhibitors of human BAZ2B bromodomain | AID 504333 | Q9UIF8 | 360,000 compounds, 4.4% hits | AlphaScreen BAZ2B-H3K14Ac peptide displacement | Potency, µM (highest dose often 114 µM), for inactives: top-dose activity change, negative = inhibition, actives largely listed as inhibitors; further: on the % scale 0 is the no-effect control and ±100 the full control effect; nearly all actives have a fitted effect of over 60% in size
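AlphaScreen luminescence quantifies BAZ2B engagement of H3K14Ac peptide; the protein and biotinylated peptide are both at 50 nM final, buffer PBS pH 7.4 with 0.01% Tween-20, all steps at room temperature.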
G9a block – inhibitors of human histone lysine methyltransferase G9a; Potency, µM (highest dose often 102 µM), for inactives: top-dose activity, negative = inhibition, hits mostly inhibitors; Q96KQ7; AID 504332; 350,000 compounds, 8.8% hits; G9a H3K9 monomethylation, AlphaScreen, 2 h; further: on the % scale 0 is the no-effect control and ±100 the full control effect; nearly all actives have a fitted effect of over 75% in size
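Chemiluminescent proximity detection of H3K9 monomethylation, read after 10 min bead incubation in the dark. Reaction: 20 nM G9a, 500 nM biotin-H3K9 peptide, 20 uM SAM cofactor, 2 h, room temperature, following 15 min enzyme-compound preincubation.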
Numbers without * were called inactive; [ ] = remark or other dose. Unless noted, the call rests on the fitted dose curve; in most records, active means well fitted curve in the direction sought with a large enough effect; inconclusive means small, poorly fitted or top-dose-only effect, or another doubt; inactive means no such curve, though single readings can be large; an effect the other way counts as inactive or inconclusive. Potency means the concentration at half of the fitted maximal effect. Some of the compounds tested, so the mix of outcomes need not match the whole.

Sample of the layout, 2 compounds:
`Cc1ccc(Cl)cc1NC(=S)N(Cc1cccs1)C1CCCC1` gave JMJD2A Tudor inh 11%, BLM helicase inh -12%, Tb PGK inh -6%, POLI inh 27%, Pin1 inh 15%, HP1b binding inh 60%[activator], GLS inh -1%, BAZ2B block 2% and G9a block 21%.
`O=C(NC(=S)Nc1ccccc1N1CCOCC1)c1ccco1` gave JMJD2A Tudor inh -17%, BLM helicase inh 0%, Tb PGK inh 0%, POLI inh 165%[activator], Pin1 inh -6%, HP1b binding inh 35%, GLS inh -12%, BAZ2B block -9% and G9a block 50µM*.

This part in full, from the first entry:
`Cc1ccc(Cl)cc1NC(=S)N(Cc1cccs1)C1CCCC1` gave JMJD2A Tudor inh 11%, BLM helicase inh -12%, Tb PGK inh -6%, POLI inh 27%, Pin1 inh 15%, HP1b binding inh 60%[activator], GLS inh -1%, BAZ2B block 2% and G9a block 21%.
`O=C(NC(=S)Nc1ccccc1N1CCOCC1)c1ccco1` gave JMJD2A Tudor inh -17%, BLM helicase inh 0%, Tb PGK inh 0%, POLI inh 165%[activator], Pin1 inh -6%, HP1b binding inh 35%, GLS inh -12%, BAZ2B block -9% and G9a block 50µM*.
`CN(Cc1ccccc1)C(=O)Cn1nc(C(F)(F)F)c2c1CCC2` gave JMJD2A Tudor inh 0%, BLM helicase inh -3%, Tb PGK inh -2%, POLI inh 5%, Pin1 inh -1%, HP1b binding inh 36%[activator], GLS inh -15%, BAZ2B block 0% and G9a block 18%[59 µM].
Screening CN1C(=O)NC(c2ccc(Cl)cc2)C2=C1CC(C)(C)CC2=O (stereo not given) returned JMJD2A Tudor inh 2%, BLM helicase inh -3%, Tb PGK inh -8%, POLI inh 110%[activator], Pin1 inh 3%, HP1b binding inh 8%, GLS inh 3%, BAZ2B block -5% and G9a block -5%.
Cc1ccccc1Cn1c(SCc2ccc(C(=O)N3CCCCC3)cc2)nc2ccncc21 was read as JMJD2A Tudor inh -23%, BLM helicase inh 1%, Tb PGK inh inactive, POLI inh 9%, Pin1 inh 12%, HP1b binding inh 35%, GLS inh -7%, BAZ2B block -12% and G9a block -32%[59 µM].
Screening CCOc1ccc(NC(=O)Cc2coc3ccc(C)cc23)cc1 returned JMJD2A Tudor inh -13%, BLM helicase inh -1%, POLI inh 20%, Pin1 inh 0%, HP1b binding inh 66%[activator], GLS inh 1%, BAZ2B block 36% and G9a block 42%[activator][59 µM].
CCOC(=O)c1ccc(OCc2c(C)noc2C)cc1 was read as JMJD2A Tudor inh -9%, BLM helicase inh -2%, Tb PGK inh -1%, POLI inh 12%, Pin1 inh -8%, HP1b binding inh 81%[activator], GLS inh 0%, BAZ2B block 4% and G9a block inconclusive.
Screening CC(C)(C)n1cnc2cc(NCc3cccs3)ccc21 returned JMJD2A Tudor inh -30%, BLM helicase inh -6%, Tb PGK inh 2%, POLI inh 21%, Pin1 inh 1%, HP1b binding inh -5%, GLS inh 7%, BAZ2B block -36% and G9a block -2%[59 µM].
Screening Cc1cc(Nc2ccccc2Cl)c2ccccc2n1 returned JMJD2A Tudor inh -13%, Tb PGK inh -4%, POLI inh 3%, Pin1 inh 1%, HP1b binding inh 12% and GLS inh -11%.
Screening O=C(Cc1cccs1)NCc1cccc(Cl)c1 returned JMJD2A Tudor inh 89µM*, BLM helicase inh -5%, Tb PGK inh -1%, POLI inh 6%, Pin1 inh -1%, HP1b binding inh 48%[activator], GLS inh -11%, BAZ2B block 6% and G9a block 26%.
Screening O=[N+]([O-])c1ccc(Cl)c(NC(=S)N2CCCC2)c1 returned JMJD2A Tudor inh -1%, BLM helicase inh -5%, Tb PGK inh -4%, POLI inh 18%, Pin1 inh 1%, HP1b binding inh 12%, GLS inh 6%, BAZ2B block -26% and G9a block -45%.
For Cc1ccc2c(c1)C(=O)OC(C(=O)Nc1ncc(Cc3ccccc3)s1)C2 (stereo not given) the results were JMJD2A Tudor inh 2%, BLM helicase inh -2%, Tb PGK inh 4%, POLI inh 9%, Pin1 inh -3%, HP1b binding inh 22%, GLS inh -13%, BAZ2B block 0% and G9a block 6%[59 µM].
COc1ccc(C(=O)OCC(=O)Nc2cccc(C(C)=O)c2)cc1OC was read as JMJD2A Tudor inh -21%, BLM helicase inh -6%, Tb PGK inh -10%, POLI inh 42%[activator], Pin1 inh -6%, HP1b binding inh -2%, GLS inh 6%, BAZ2B block -11% and G9a block 1%.
Screening Cc1cc(C(=O)COC(=O)c2ccc3c(c2)NC(=O)CS3)c(C)n1CC1CCCO1 (stereo not given) returned JMJD2A Tudor inh inconclusive, BLM helicase inh -3%, Tb PGK inh -1%, POLI inh 28%, Pin1 inh -2%, HP1b binding inh -28%, GLS inh 1%, BAZ2B block inconclusive and G9a block inconclusive.
N#Cc1ccccc1NC(=O)c1cnc(N2CCOCC2)c2ccccc12 was read as JMJD2A Tudor inh -13%, BLM helicase inh -2%, Tb PGK inh -10%, POLI inh 14%, Pin1 inh -4%, HP1b binding inh 16%[57 µM], GLS inh 5%, BAZ2B block 0% and G9a block -1%[59 µM].
`COc1ccc(-n2c(C)c(C(C)=O)c3cc(OC(=O)COc4ccccc4)ccc32)cc1` gave JMJD2A Tudor inh -9%, BLM helicase inh -7%, Tb PGK inh inactive, POLI inh 3%, Pin1 inh 5%, HP1b binding inh 31%, GLS inh -5%, BAZ2B block -1% and G9a block inconclusive.
`CC(C)=Cc1oc2ccc([N+](=O)[O-])cc2c1N1CC(C)OC(C)C1` (stereo not given) gave JMJD2A Tudor inh -12%, BLM helicase inh -7%, Tb PGK inh -5%, POLI inh 20%, Pin1 inh -8%, HP1b binding inh inconclusive, GLS inh 6%, BAZ2B block 63µM* and G9a block 14µM*.
Cc1ccc(OCCC(=O)OCC(=O)Nc2ccc3c(c2)OCO3)cc1 was read as JMJD2A Tudor inh -20%, Tb PGK inh 5%, POLI inh 10%, Pin1 inh -8%, HP1b binding inh 30%, GLS inh 1%, BAZ2B block -2% and G9a block -29%.
Screening O=C(NCCOc1ccccc1)c1cc2ccccc2o1 returned JMJD2A Tudor inh 18%, BLM helicase inh 1%, Tb PGK inh inactive, POLI inh 17%, Pin1 inh -10%, HP1b binding inh 48%[activator], GLS inh -12%, BAZ2B block 3% and G9a block 18%[59 µM].
Screening COc1cc(OC)c(C=NNC(=S)NC23CC4CC(CC(C4)C2)C3)c(OC)c1 returned JMJD2A Tudor inh -35%, Tb PGK inh 3%, POLI inh 1%, Pin1 inh 0%, HP1b binding inh -23% and GLS inh 8%.
`CCCC(=O)Nc1ccccc1-c1nnc(SC)[nH]c1=O` gave JMJD2A Tudor inh -24%, BLM helicase inh 1%, Tb PGK inh -2%, POLI inh -11%, Pin1 inh 5%, HP1b binding inh 24%, GLS inh -15%, BAZ2B block 0% and G9a block inconclusive.
For CCOc1ccc(N2C(=O)CN(CC(=O)OC)C2=S)cc1 the results were JMJD2A Tudor inh -8%, BLM helicase inh -3%, Tb PGK inh -4%, POLI inh 40%[activator], Pin1 inh 0%, HP1b binding inh 34%, GLS inh 3%, BAZ2B block 0% and G9a block -2%.
For O=C(CN1N=C(c2ccc(Cl)cc2)CCC1=O)NCCN1CCc2ccccc2C1 the results were JMJD2A Tudor inh 3%, BLM helicase inh 7%, Tb PGK inh -7%, POLI inh -15%, Pin1 inh -2%, HP1b binding inh 19%, GLS inh 2%, BAZ2B block 8% and G9a block 3%[59 µM].
Cc1ccc(-c2nc(CS(=O)CC(=O)NC3CCCCC3)c(C)o2)cc1 (stereo not given) was read as JMJD2A Tudor inh -3%, BLM helicase inh 1%, Tb PGK inh -2%, POLI inh -18%, Pin1 inh 3%, HP1b binding inh 43%, GLS inh -12%, BAZ2B block -20% and G9a block inconclusive.
For COc1cc(OC)cc(C(=O)NNC(=O)c2ccc(S(=O)(=O)N(C)c3ccccc3OC)cc2)c1 the results were JMJD2A Tudor inh -8%, BLM helicase inh 6%, Tb PGK inh -7%, POLI inh 11%, Pin1 inh 12%, HP1b binding inh 34%, GLS inh 16%, BAZ2B block 18% and G9a block 54%[activator][59 µM].
Screening CCCS/C(N)=N/N=C/c1ccccc1O returned JMJD2A Tudor inh -31%, BLM helicase inh -4%, Tb PGK inh -8%, POLI inh 6%, Pin1 inh -1%, HP1b binding inh 46%[activator], GLS inh 27%, BAZ2B block 1% and G9a block 137%[activator][12.7 µM].
`COc1ccc(NC(=O)C(NC(=O)c2ccc(=O)[nH]c2)c2ccccc2)cc1` (stereo not given) gave JMJD2A Tudor inh -14%, BLM helicase inh 2%, Tb PGK inh 3%, POLI inh 14%, Pin1 inh 1%, HP1b binding inh 14%, GLS inh -1%, BAZ2B block 2% and G9a block 1%.
Screening Cc1ccc(NC(=O)c2cc(-n3cnnc3)ccc2Cl)c(C)c1 returned JMJD2A Tudor inh -19%, BLM helicase inh 4%, Tb PGK inh 0%, POLI inh 7%, Pin1 inh 0%, HP1b binding inh 29%, GLS inh -1%, BAZ2B block -8% and G9a block inconclusive.
Screening O=C1OCCC1Sc1nnc(-c2ccco2)o1 (stereo not given) returned JMJD2A Tudor inh -7%, BLM helicase inh 2%, Tb PGK inh -1%, POLI inh 10%, Pin1 inh -3%, HP1b binding inh 23%, GLS inh 6%, BAZ2B block -1% and G9a block 8%[59 µM].
`COc1ccc(/C=C/C(=O)OCC(=O)NC2CCCC(C)C2C)cc1S(=O)(=O)N1CCOCC1` (stereo not given) gave JMJD2A Tudor inh -12%, BLM helicase inh -8%, Tb PGK inh -1%, POLI inh inconclusive, Pin1 inh -8%, HP1b binding inh 26%, GLS inh -18%, BAZ2B block -5% and G9a block 18%.
For CCOc1ccccc1N1CN(CC)CNC1=S the results were JMJD2A Tudor inh -10%, BLM helicase inh 2%, Tb PGK inh 3%, POLI inh -2%, Pin1 inh 2%, HP1b binding inh 18%, GLS inh 11%, BAZ2B block 2%[57.1 µM] and G9a block 16%[12.7 µM].
